Bioassay records deposited in PubChem by National Center for Advancing Translational Sciences (NCATS).
AMA1 RON2 block: qHTS for Inhibitors of AMA1-RON; Towards Development of Antimalarial Drug Lead: Primary Screen; 0.2% of 360,000 active; Potency, µM (highest dose often 58.2 µM), inactives show at the highest dose activity change, negative = inhibition, most hits filed as inhibitors; AID 720542, 2013; Plasmodium falciparum AMA1 (3D7) - RON2 peptide interaction; AlphaScreen AMA1-biotinylated RON2 peptide binding;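 also: potency is read from the fitted curve at half-maximal effect; 0% = vehicle wells and -100% = peptide control; nearly all actives have a fitted effect of over 45% in size; some results filed as inactive show a strong effect at the top dose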
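AMA1 (3D7) with his tag at 25 nM final met compounds first, then biotinylated RON2 peptide at 25 nM; detection used donor plus acceptor beads, 10 µg/mL apiece, read by AlphaScreen after 30 min at room temperature.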
AmpC no deterg: qHTS Inhibitors of AmpC Beta-Lactamase (assay without detergent); AmpC nitrocefin hydrolysis, absorbance 480 nm, 0.0001% Triton; P00811; 0.52% of 330,000 active; AID 485341, 2010; Potency, µM (highest dose often 57.1 µM), inactives show at the top dose activity change, negative = inhibition, hits mostly inhibitors;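 also: potency is read from the fitted curve at half-maximal effect; plate controls were no compound for no effect and no enzyme for full effect; nearly all actives have a fitted effect of over 20% in size; some results filed as inactive show a strong effect at the top dose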
Target sequence (P00811 whole entry, looked up): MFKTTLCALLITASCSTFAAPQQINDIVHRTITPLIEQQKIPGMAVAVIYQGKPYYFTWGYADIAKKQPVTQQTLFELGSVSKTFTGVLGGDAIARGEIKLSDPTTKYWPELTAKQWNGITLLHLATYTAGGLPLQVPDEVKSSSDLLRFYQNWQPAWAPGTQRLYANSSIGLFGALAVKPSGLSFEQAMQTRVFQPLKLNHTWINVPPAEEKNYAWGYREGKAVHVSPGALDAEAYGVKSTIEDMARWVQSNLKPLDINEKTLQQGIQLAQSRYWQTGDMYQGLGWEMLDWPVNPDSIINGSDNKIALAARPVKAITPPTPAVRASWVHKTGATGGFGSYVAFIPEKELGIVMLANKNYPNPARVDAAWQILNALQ
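AmpC (5.3 nM in the dispensed reagent) in 20 mM phosphate pH 7.0 with 0.01% (detergent screen) or 0.0001% Triton X-100 was preincubated with compounds for 15 min at room temperature. Nitrocefin was then added from an 800 uM solution, and hydrolysis was followed at 480 nm.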
LmPK inh: qHTS Assay for Inhibitors of Leishmania Mexicana Pyruvate Kinase (LmPK) | Q27686 | purified LmPK, Kinase-Glo ATP luminescence, 1 h | Potency, µM (series often up to 57.5 µM), without a hit: top-dose activity change, negative = inhibition, most hits filed as inhibitors | 0.37% of 290,000 active; also: potency is read from the fitted curve at half-maximal effect
Target sequence (Q27686 whole entry, looked up): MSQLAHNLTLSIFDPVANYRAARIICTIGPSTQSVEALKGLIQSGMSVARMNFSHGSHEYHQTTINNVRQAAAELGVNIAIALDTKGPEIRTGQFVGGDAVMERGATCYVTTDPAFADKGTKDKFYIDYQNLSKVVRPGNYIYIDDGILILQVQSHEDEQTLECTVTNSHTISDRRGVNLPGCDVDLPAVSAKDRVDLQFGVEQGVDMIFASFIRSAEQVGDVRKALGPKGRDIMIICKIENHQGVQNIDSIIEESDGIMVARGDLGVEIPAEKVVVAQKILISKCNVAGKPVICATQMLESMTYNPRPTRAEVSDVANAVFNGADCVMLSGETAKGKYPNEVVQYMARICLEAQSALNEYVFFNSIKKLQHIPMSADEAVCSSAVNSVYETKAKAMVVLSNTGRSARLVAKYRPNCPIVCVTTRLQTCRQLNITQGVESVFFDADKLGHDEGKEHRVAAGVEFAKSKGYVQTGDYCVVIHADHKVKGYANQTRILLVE
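Pyruvate kinase activity monitored as ATP production (luciferase luminescence). Conditions: 0.1 nM enzyme, 0.5 mM PEP, 0.1 mM ADP, 1 h, RT; normalized against uninhibited and no-enzyme wells.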
Sm TGR block: qHTS Assay for the Inhibitors of Schistosoma Mansoni Peroxiredoxins; Schistosoma mansoni thioredoxin glutathione reductase (TGR), Q962Y6; purified TGR, DTNB reduction, TNB absorbance 405 nm; Potency, µM (doses to about 114 µM), without a hit: at the highest dose activity change, negative = inhibition, most hits filed as inhibitors; 3% of 360,000 active; also: potency is read from the fitted curve at half-maximal effect; nearly all actives have a fitted effect of over 60% in size
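TGR 20 nM + NADPH 100 uM (dispensed conc.), cpd preinc 15 min RT; start with NADPH (500 uM addition) then DTNB (15 mM addition). Kinetic TNB absorbance, 405 nm filter. Four-parameter Hill fit across titration.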
AmpC detergent: qHTS Inhibitors of AmpC Beta-Lactamase (assay with detergent) | AID 485294, 2010 | 0.041% of 370,000 active | Potency, µM (doses to about 114 µM), inactives show at the top dose activity change, negative = inhibition, most hits filed as inhibitors | AmpC hydrolysis of nitrocefin, absorbance 480 nm, 0.01% Triton;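 also: potency is read from the fitted curve at half-maximal effect; 0% = no-compound wells and -100% = no-enzyme wells; nearly all actives have a fitted effect of over 25% in size; some results filed as inactive show a strong effect at the top dose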
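20 mM phosphate pH 7.0 + 0.01% (detergent screen) or 0.0001% Triton X-100; 5.3 nM AmpC reagent; cpd preinc 15 min RT; nitrocefin (800 uM stock) to start; A480 q20 s × 4 min; Activity was normalised to no-enzyme and no-compound control wells.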
Tb PYK inh: qHTS of Trypanosoma Brucei Inhibitors | Potency, µM (series often up to 76.8 µM), for inactives: at the highest dose activity, negative = inhibition, usual class: inhibitors | TbPYK enzyme, Kinase-Glo Plus ATP luminescence, 45 min | 0.12% of 410,000 active | AID 624173, 2012; also: potency is read from the fitted curve at half-maximal effect; nearly all actives have a fitted effect of over 50% in size
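Enzyme and substrate buffer are dispensed first and compound is pin-transferred. ADP at 130 uM final then starts the reaction, which runs 45 min at room temperature. Detection reagent is added for 10 min before luminescence is imaged.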
HCMV antiviral: qHTS Assay for inhibitors of the human cytomegalovirus (HCMV) | AID 1259415, 2018 | 4.5% of 410,000 active | activity change, negative = inhibition, % at 57.5 µM | HFF cells, HCMV-luciferase reporter, 72 h; stronger effect = lower value; in the data active = activity change below about -60%; inconclusive = no clear call, values can overlap the other calls; inactive = above about -39%
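Inhibition of viral replication was scored as loss of reporter luminescence in HFFs infected with HCMV-luciferase (MOI 1 PFU/cell) for 72 h; compounds tested at 2 doses, normalized to buffer and Salinomycin controls.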
An asterisk follows results filed as active; ? = inconclusive; / = not tested or not shown; & = joins results of further samples; [ ] = another dose, or the depositor's remark. Unless noted, calls follow the shape of the dose curve; as a rule, active = well fitted curve in the direction sought with a large enough effect; inconclusive = small, poorly fitted or top-dose-only effect, or another doubt; inactive = no such curve, though single readings can be large; an effect the other way counts as inactive or inconclusive. Unless noted, % is scaled to controls: 0 for no effect and ±100 for the full control effect. Compounds as they come (roughly 7.4% active in at least one column).

SMILES	AMA1 RON2 block	AmpC no deterg	LmPK inh	Sm TGR block	AmpC detergent	Tb PYK inh	HCMV antiviral
Cc1ccc(CNC(=O)CSC2=Nc3ccccc3N=C(c3ccc(F)cc3)C2)cc1	/	/	/	-31.2%	20.4%	0.6%	8.2
C=CCN(C(=O)CN1CCOCC1)c1nc(C)c(-c2ccccc2)s1	0.0%	129.6%[activator]	-6.1%	24.6%	-7.0%	-4.1%	10.7
COc1ccc(C2=NN(c3ccccc3)C(c3cccs3)C2)cc1 (centres undefined)	47.5%[activator]	17.9%	3.3%	32.8%	0.7%	-7.6%	-20.6
NC(=O)C1(c2ccccc2)CCOCC1	-3.0%	-10.4%	0.1%	2.7%	-8.8%	-2.5%	-0.7
CC(=O)c1ccc(N2CCN(c3ncnc4c3cnn4C)CC2)cc1	/	/	/	-0.6%	2.1%	-4.4%	13.3
Cc1cc(C)nc(NC(=O)C2c3ccccc3Oc3ccccc32)n1	-14.3%	-2.8%	-1.8%	10.6%	9.0%	1.4%	-29.1
Cc1cccc(-n2c(O)c(C=Nc3ccc(O)cc3)c3ccccc3c2=O)n1	-7.7%	-23.2%	4.5%	-12.5%	-10.2%	-9.2%	-38.5
CC(C)C[C@@H](CSc1ccccc1)N1CCN(CC(C)C)CCC1=O	-0.6%	100.8%[activator]	2.0%	-27.3%	-6.4%	-8.5%	58.6
CC1CN(C(=O)CCS(=O)(=O)c2ccccc2)CC(C)O1 (centres undefined)	3.5%	0.2%	-2.5%	-8.3%	-2.9%	0.4%	-34.2
CC(=O)Nc1ccc(C2=NNC(=Nc3cccc(S(=O)(=O)N(C)C)c3)SC2)cc1	19.5%	33.9%	2.5%	/	-0.9%	?	/
Cc1ccc(C2(c3ccccc3)NC(=O)N(CC(=O)N(C)C3CCS(=O)(=O)C3)C2=O)cc1C (centres undefined)	-6.6%	204.5%[activator]	/	2.7%	-2.6%	6.2%	3.6
CC(C)CC(=O)c1c[nH]c(C(=O)N2CCN(Cc3ccccc3)CC2)c1	-0.8%	26.1%	-0.1%	-5.1%	-7.7%	-2.1%	34.6
Cc1ccccc1SCC(=O)NCC1(N2CCCCC2)CCCCC1	4.8%	/	/	/	/	-6.3%	-3.8
CCOc1ccc(-n2c(CCc3ccccc3)n[nH]c2=S)cc1	50.7%[activator]	-17.3%	?	-27.4%	6.7%	3.16µM*	-31.4
NC(=O)c1ccccc1NS(=O)(=O)c1ccc2c(c1)OCCO2	4.4%	-16.4%	0.6%	3.6%	-13.1%	/	22.2
CCOc1cc(C(=O)N/N=C/c2ccoc2)cc(OCC)c1OCC	-12.3%	-39.2%	-0.6%	-18.3%	2.9%	-10.8%	-88.0*
CN(CC(=O)Nc1ccc(F)cc1)C(=O)COC(=O)C1=COCCO1	-0.5%	-15.7%	/	0.0%	-11.7%	-9.3%	7.2
N#Cc1ccc(NC(=O)CSc2nc3[nH]c(=O)cc(O)c3s2)cc1	2.8%	-42.4%	/	10.1%	5.6%	-5.6%	-91.7*
O=C(Nc1cccc(Cl)c1)OC1CCCCc2cccnc21 (centres undefined)	-11.7%	-27.8%	-3.5%	10.7%	-1.0%	3.8%	3.5
COc1ccc(CC(NC(C)=O)C(=O)NC2CCN(C(=O)Nc3ccccc3Cl)CC2)cc1OC (centres undefined)	-4.7%	0.5%	-1.0%	2.1%	-10.8%	3.4%	51.9

Of the compounds above, these contain a halogen.
SMILES	AMA1 RON2 block	AmpC no deterg	LmPK inh	Sm TGR block	AmpC detergent	Tb PYK inh	HCMV antiviral
Cc1ccc(CNC(=O)CSC2=Nc3ccccc3N=C(c3ccc(F)cc3)C2)cc1	/	/	/	-31.2%	20.4%	0.6%	8.2
CN(CC(=O)Nc1ccc(F)cc1)C(=O)COC(=O)C1=COCCO1	-0.5%	-15.7%	/	0.0%	-11.7%	-9.3%	7.2
O=C(Nc1cccc(Cl)c1)OC1CCCCc2cccnc21 (centres undefined)	-11.7%	-27.8%	-3.5%	10.7%	-1.0%	3.8%	3.5
COc1ccc(CC(NC(C)=O)C(=O)NC2CCN(C(=O)Nc3ccccc3Cl)CC2)cc1OC (centres undefined)	-4.7%	0.5%	-1.0%	2.1%	-10.8%	3.4%	51.9

(further entries)
SMILES	AMA1 RON2 block	AmpC no deterg	LmPK inh	Sm TGR block	AmpC detergent	Tb PYK inh	HCMV antiviral
CC(NS(=O)(=O)c1ccccc1)C(N)=O (centres undefined)	0.7%	8.3%	1.1%	-5.9%	?	2.4%	25.8
Cc1cn(CC(=O)NCCc2ccccn2)c(=O)[nH]c1=O	3.3%	/	/	/	/	-0.9%	13.0
N#C/C(=C\c1ccc(-c2cc(Cl)ccc2Cl)o1)C(=O)Nc1ccccc1C(=O)O	/	/	/	-12.2%	-2.3%	-2.1%	29.6
O=C1CCN(Cc2ccc(Br)cc2)CCN1CCO	-0.3%	1.5%	-2.0%	-10.6%	?	1.9%	28.7
CC(=O)N1CCc2cc(S(=O)(=O)NC(Cc3ccccc3)C(=O)O)ccc21 (centres undefined)	-12.6%	-31.6%	-3.2%	3.4%	7.3%	-4.0%	27.9
CC(C)(C)OC(=O)NCc1ccc(CNC(=O)c2ncn(Cc3ccccc3)c2C(=O)NCc2ccc(CNC(=O)OC(C)(C)C)cc2)cc1	-5.1%	-7.5%	/	/	/	2.2%	4.2
O=C(NC(=S)N1CCN(c2nc(-c3ccccc3)cs2)CC1)c1cccnc1	9.5%	-9.2%	4.0%	2.1%	?	?	?
Cc1cccc(NC(=S)NNC(=O)c2ccc3c(c2)OCO3)c1	73.9%[activator]	-16.5%	-11.6%	4.8%	?	-21.0%	44.9
Cc1ccccc1N1C(=O)CC(=O)N(c2ccccc2C)C1=O	-8.9%	-15.7%	0.2%	-13.2%	?	-9.3%	-34.0
Cn1cc(S(=O)(=O)N2CCOCC2)cc1C(=O)Nc1ccc(Cl)cc1	24.5%	-1.8%	-1.8%	-23.0%	?	2.9%	4.1

At a glance, part of the list above.
SMILES	AMA1 RON2 block	AmpC no deterg	LmPK inh	Sm TGR block	AmpC detergent	Tb PYK inh	HCMV antiviral
COc1ccc(C2=NN(c3ccccc3)C(c3cccs3)C2)cc1 (centres undefined)	47.5%[activator]	17.9%	3.3%	32.8%	0.7%	-7.6%	-20.6
NC(=O)C1(c2ccccc2)CCOCC1	-3.0%	-10.4%	0.1%	2.7%	-8.8%	-2.5%	-0.7

Next section.
SMILES	AMA1 RON2 block	AmpC no deterg	LmPK inh	Sm TGR block	AmpC detergent	Tb PYK inh	HCMV antiviral
COc1ccc(N=c2scc(C)n2CCCN2CCCC2=O)cc1	14.8%	38.3%	0.3%	0.1%	?	-4.5%	-7.8
CC(=O)n1cc(C=C2C(=O)NC(=O)NC2=O)c2ccccc21	1.4%	-14.9%	-0.6%	?	0.5%	28.2µM*	88.7
CCC(CC)NC(=O)Cc1ccc(S(=O)(=O)N2CCOCC2)s1	-8.5%	-10.6%	0.0%	-0.8%	-1.1%	-8.5%	13.7
Cc1ccc(CN2CCC(c3cc(-c4ccc(Cl)cc4)n[nH]3)CC2)cc1	4.7%	54.9%	-0.4%	-1.4%	1.3%	7.6%	-98.7*
Cc1cc(C)nc(OC(C(=O)O)C(OCc2ccccc2)(c2ccccc2)c2ccccc2)n1 (centres undefined)	3.1%	-34.8%	9.9%	-30.3%	?	-2.4%	?
COc1cc(C(=O)NCCN=C2NS(=O)(=O)c3ccccc32)cc(OC)c1OC	-10.1%	-12.2%	0.7%	5.9%	4.3%	-15.2%	1.5
CCC(C)NC(=O)CSc1nnc(-c2ccc(C)cc2)c(-c2ccc(C)cc2)n1 (centres undefined)	/	/	/	0.9%	-5.4%	1.4%	-3.2
COc1cc2oc3cc(C#Cc4ccc(N)cc4)ccc3c(=O)c2cc1OC	2.5%	/	/	/	/	-1.1%	-4.4
CC12CC(NC(=O)N1c1cccc(C(=O)N3CCN(c4ccccc4F)CC3)c1)c1ccccc1O2 (centres undefined)	15.8%	112.7%[activator]	6.1%	0.1%	-16.0%	4.1%	?
Cc1ccc(N2CC(NS(=O)(=O)c3cccs3)CC2=O)cc1C (centres undefined)	-10.3%	-6.3%	/	1.4%	4.8%	-7.3%	20.2
O=C1CN=C(c2ccccc2Cl)c2cc(Cl)ccc2N1Cc1cccc(Cl)c1	/	/	/	13.5%	-6.0%	2.0%	-37.6
CC1(C)CC2c3cccc(C(=O)O)c3C(=O)N2c2c1ccc1ccccc21 (centres undefined)	-10.9%	-19.9%	0.6%	0.9%	-9.6%	-0.6%	21.9
O=C(NCc1ccc(OC(F)(F)F)cc1)C1CC2Cn3c(nc4ccccc43)C2N1Cc1ccccc1 (centres undefined)	-5.6%	71.7%[activator]	1.2%	-31.9%	?	-13.0%	30.3
CN(C)CCN(Cc1ccccc1)S(=O)(=O)c1ccc2c(c1)n(C)c(=O)c(=O)n2C	-5.6%	-2.0%	3.1%	-2.8%	3.9%	-2.1%	?
COCCn1c(SCC(=O)Nc2ccc3c(c2)OCCO3)nnc1C(C)C	-5.5%	-6.3%	5.5%	6.9%	-12.7%	2.5%	-4.7
CCC1(C)Cc2c(sc(NC(=S)NC(=O)c3ccccc3)c2C#N)CO1 (centres undefined)	2.2%	-14.1%	4.1%	?	-14.4%	0.4%	7.5
Cc1cc(NC(=O)c2ccc3c(c2)OCO3)no1	-20.5%	-15.2%	-20.8%	?	-10.5%	-5.5%	93.7
COc1cc2c(-c3ccccc3O)nc3c(c(C)nn3-c3ccccc3)c2cc1OC	14.9%[2.32 µM]	-1.9%	1.1%	-2.7%&5.1%	4.5%&-10.1%	1.7%&0.5%	-14.8&-12.6
CCOc1cc(/C=C2\SC(=Nc3ccc(CC)cc3)NC2=O)ccc1OCC(=O)O	-24.5%	-23.1%	2.4%	-13.4%	-0.5%	-6.3%	31.9
CCCc1nnc(NC(=O)CCN2C(=O)c3ccccc3C2=O)s1	-7.2%	-8.0%	-24.4%	-2.6%	-11.2%	2.6%	-9.5
CC(C)N(C)C1CCN(S(=O)(=O)c2ccc(-c3ccc(=O)[nH]n3)s2)CC1	-7.3%	-8.1%	5.4%	3.6%	?	-3.5%	-21.0
COCCc1nn2c(=O)cc(COC(=O)C(c3ccccc3)c3ccccc3)nc2s1	/	/	/	0.0%	7.4%	-0.1%	7.3
